Screening results as filed in PubChem BioAssay.
KinaseGlo FLuc: Counterscreen for Luciferase (Kinase-Glo TM) Inhibition | Luciferin 4-monooxygenase (Photuris pensylvanica), Q27757 | Potency, µM (titrated, usually from 38.3 µM), without a hit: at the top dose activity change, negative = inhibition, usual class: inhibitors | Kinase-Glo luciferase, ATP luminescence, 8 min | 200,000 compounds, 0.28% hits; note: potency is the fitted concentration of half-maximal effect; % is set by controls: 0 for no effect and ±100 for the full control effect; nearly all actives have a fitted effect of over 60% in size
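Compounds were added to a substrate mix at pH 7.2 (50 mM imidazole, 10 uM ATP, within the enzyme's linear range), followed by Kinase-Glo detection reagent; luminescence was measured after 8 minutes at ambient temperature.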
HttQ103 aggreg: qHTS Multiplex Assay to Identify Dual Action Probes in a Cell Model of Huntington: Aggregate Formation (GFP); 220,000 compounds, 1.1% hits; PC12 HttQ103-GFP aggregates, Acumen cytometry, 40 h; AID 1688, 2009; Potency, µM (top dose mostly 46.1 µM), for inactives: at the top dose activity change, negative = inhibition, usual class: inhibitors; note: potency is the fitted concentration of half-maximal effect; % is set by controls: 0 for no effect and ±100 for the full control effect; nearly all actives have a fitted effect of over 60% in size
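Ecdysone-promoter PC12 model expressing HTT exon 1 Q103 fused to GFP, induced by tebufenozide at 100 nM final. Compounds titrated; aggregates sized 1–25 µm scored on a 488 nm laser cytometer.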
NPSR antagonist: qHTS Assay for Antagonists of the Neuropeptide S Receptor: cAMP Signal Transduction; AID 1461, 2008; CHO-NPSR cells, cAMP TR-FRET, antagonist mode; Potency, µM (doses to about 38.3 µM), without a hit: at the highest dose activity change, negative = inhibition, actives largely listed as inhibitors; 220,000 compounds, 1% hits; note: potency is the fitted concentration of half-maximal effect; % is set by controls: 0 for no effect and ±100 for the full control effect; nearly all actives have a fitted effect of over 50% in size; many of its hits are not listed in these tables
Target sequence (Q6W5P4 whole entry, looked up): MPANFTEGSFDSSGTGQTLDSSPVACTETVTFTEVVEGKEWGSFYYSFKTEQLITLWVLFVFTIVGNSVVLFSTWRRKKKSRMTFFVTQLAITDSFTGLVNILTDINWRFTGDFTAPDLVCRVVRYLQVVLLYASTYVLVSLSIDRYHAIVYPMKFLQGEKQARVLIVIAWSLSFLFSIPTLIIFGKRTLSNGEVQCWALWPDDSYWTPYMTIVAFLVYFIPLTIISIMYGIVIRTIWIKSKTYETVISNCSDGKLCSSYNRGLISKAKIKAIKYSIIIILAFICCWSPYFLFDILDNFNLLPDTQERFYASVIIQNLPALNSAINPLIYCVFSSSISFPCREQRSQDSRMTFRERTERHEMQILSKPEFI
CBFb-RUNX1 inh: qHTS Assay for Compounds Blocking the Interaction Between CBF-beta and RUNX1 for the Treatment of Acute Myeloid Leukemia; 230,000 tested, under 10 active; Potency, µM (series often up to 59.8 µM), for the others: top-dose activity, negative = inhibition, most hits filed as inhibitors; Runt-related transcription factor 1 (Homo sapiens) + Core-binding factor subunit beta …; AID 1477, 2009; AlphaScreen CBFb-His/RUNX1-biotin binding, biochemical; note: % of control where 0% means no effect
Target sequence (Q01196 whole entry, looked up): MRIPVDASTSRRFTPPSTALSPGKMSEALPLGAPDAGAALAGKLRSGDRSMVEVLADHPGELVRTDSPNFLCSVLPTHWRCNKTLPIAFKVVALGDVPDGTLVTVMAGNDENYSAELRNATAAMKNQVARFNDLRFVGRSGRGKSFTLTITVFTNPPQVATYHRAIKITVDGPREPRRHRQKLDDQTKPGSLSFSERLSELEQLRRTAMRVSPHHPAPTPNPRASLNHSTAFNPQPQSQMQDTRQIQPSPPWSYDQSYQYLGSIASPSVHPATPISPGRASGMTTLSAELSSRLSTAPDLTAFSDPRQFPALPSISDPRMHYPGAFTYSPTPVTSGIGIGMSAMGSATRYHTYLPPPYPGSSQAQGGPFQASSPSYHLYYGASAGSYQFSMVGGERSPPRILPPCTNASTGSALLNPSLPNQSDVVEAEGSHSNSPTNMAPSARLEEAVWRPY
Target sequence (Q13951 whole entry, looked up): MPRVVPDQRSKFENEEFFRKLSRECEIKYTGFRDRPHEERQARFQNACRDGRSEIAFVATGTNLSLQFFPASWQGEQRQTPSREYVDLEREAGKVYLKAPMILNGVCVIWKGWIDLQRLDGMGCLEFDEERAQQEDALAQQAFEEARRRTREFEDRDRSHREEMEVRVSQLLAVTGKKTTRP
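Read-out: AlphaScreen. Format: His-CBF-beta with biotinylated RUNX1 (30 nM each) preincubated 20 min, compound 15 min, Ni-chelate plus streptavidin beads 90 min; room temperature throughout.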
IMPase Li inh: qHTS Assay for Identifying the Cell-Membrane Permeable IMPase Inhibitors: Potentiation with Lithium; CHO-M1 cells, IP1 TR-FRET (IP-One), carbachol + lithium; Potency, µM (highest dose often 59.4 µM), for the others: at the top dose activity, negative = IMPase inhibition, most hits filed as inhibitors; 210,000 compounds, 0.35% hits; AID 1457, 2008;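 note: IP1 builds up when IMPase is blocked and the TR-FRET signal falls; potency is the fitted concentration of half-maximal effect; plate controls were basal vehicle for no effect and high inhibitor control for full effect; nearly all actives have a fitted effect of over 50% in size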
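Concentration–response in CHO-M1 cells, lithium-potentiated; 30 min at 37C. IP1 detected by competitive TR-FRET after 10 min lysis at RT. Hill-fitted AC50.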
Lamin A splicing: qHTS Assay for Modulators of Lamin A Splicing. AID 1487, 2009. 200,000 compounds, 0.01% hits. HeLa LMNA splicing GFP/RFP minigene ratio, 48 h. Potency, µM (highest dose often 46.1 µM), for inactives: top-dose ratio change, negative = inhibition, actives largely listed as inhibitors; active = well fitted inhibition curve with a large enough effect in the signal ratio, with a control signal flat, not every such curve was filed as active; inconclusive = small, poorly fitted or top-dose-only effect, or effect the other way, or a change in a side signal; the % refers to the signal ratio; note: potency is the fitted concentration of half-maximal effect; % is set by controls: 0 for no effect and ±100 for the full control effect
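S3 HeLa cells stably expressing lamin A-EGFP splicing minigene plus DsRed2, 600 cells/well, 48 h compound exposure at 37C. Laser-scanning cytometry; analysed as GFP (500-530 nm)/RFP (575-640 nm) total intensity ratio; 0.5% DMSO vehicle.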
Epigenetic reg: Quantitative High-Throughput Screen for Regulators of Epigenetic Control. murine LDR cells, GFP reporter derepression, 30 h. Potency, µM (top dose mostly 53.9 µM), inactives show at the highest dose GFP activation, actives largely listed as activators. 280,000 compounds, 0.2% hits; note: potency is the fitted concentration of half-maximal effect; % of control where 0% means no effect; nearly all actives have a fitted effect of over 60% in size
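Readout is the number of GFP-expressing murine LDR cells, counted by cytometry following washing. Cells were treated with compound for 30 h at 37 C; the stably integrated CMV-GFP locus is normally silent.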
Numbers without * were called inactive; ? = inconclusive; · = not tested or not shown; [ ] = remark or other dose. Unless noted, calls come from the whole dose curve; as a rule, active = well fitted curve in the direction sought with a large enough effect; inconclusive = small, poorly fitted or top-dose-only effect, or another doubt; inactive = no such curve, though single readings can be large; an effect the other way counts as inactive or inconclusive.

Fields – KinaseGlo FLuc | HttQ103 aggreg | NPSR antagonist | CBFb-RUNX1 inh | IMPase Li inh | Lamin A splicing | Epigenetic reg
1: CC(C)NC(=O)COc1ccc(/C=N/NS(=O)(=O)c2ccccc2)cc1
    · | -12% | -9%[46.1 µM] | -3% | · | ? | -1.0%
2: COc1ccc(/C=N/NC(=O)c2cnccn2)cc1O
    -13% | 5% | 9% | 3% | 9% | -4% | -0.9%
3: CCN(C(=O)CSc1nc2nc(C)cc(C)n2n1)c1cccc(C)c1
    -4% | 18% | -16%[46.1 µM] | 3% | 2%[38.3 µM] | 10% | -1.1%
4: CC12COC3(C(=O)Nc4ccc(F)cc4)CC1CCC32C (stereo not drawn)
    -1% | 8% | -22% | 8% | -6% | -15% | 2.4%
5: CCOC(=O)NC(=O)CSc1nc(C)cc(C)c1C#N
    -1% | -28% | -9%[46.1 µM] | 10% | -2%[38.3 µM] | ? | -0.9%
6: Cc1ccc(CNC(=O)c2ccccc2SCC(=O)NCC2CCCCC2)cc1
    · | 0% | 0%[46.1 µM] | -8% | · | -9% | 3.2%
7: FC(F)(F)c1cnc(/C=C/Nc2ccccc2Cl)c(Cl)c1
    -4% | -10% | -4%[46.1 µM] | 4% | 5%[38.3 µM] | -1% | 0.0%
8: COc1ccc(C(=O)C2CCCN(Cc3ccc4nonc4c3)C2)cc1OC (stereo not drawn)
    3% | -1%[9.22 µM] | 19% | -4% | 25% | ? | -1.6%
9: Nc1n[nH]c(CO)n1
    · | -8%[9.22 µM] | -15% | 1% | · | · | -0.3%
10: COc1ccc(/C=N/NC(=O)c2ccc(Cn3cc([N+](=O)[O-])cn3)o2)cc1O
    -5% | -2% | -8%[46.1 µM] | -1% | 21%[38.3 µM] | 7% | -1.0%
11: Cc1ccc(-c2csc(NC(=O)C[n+]3cc(-c4ccccc4)n4c3CCC4)n2)cc1
    · | 9%[9.22 µM] | -18% | 0% | · | · | 0.1%
12: CCN(CC)C(=O)c1[nH]cnc1C(=O)N[C@@H](C)C(=O)OC(C)(C)C
    · | -1%[9.22 µM] | -6% | 6% | 0% | · | -4.2%
13: CC1CC1C(=O)OCC(=O)Nc1ccc(N=Nc2ccccc2)cc1 (stereo not drawn)
    4% | 20% | -3% | 1% | 1% | -15% | -1.1%
14: COc1ccccc1NS(=O)(=O)c1ccc(O)c(C(=O)OCC(=O)Nc2ccccc2F)c1
    2% | 11% | -16% | -4% | 9% | -14%[46 µM] | -0.1%
15: Cc1ccc(-c2nc(C=Nc3ccc(O)cc3)c(O)o2)cc1
    2% | ? | -27% | -19% | 2% | · | ?
16: Cc1ccc(C2=NN(C(=O)CCC(=O)O)C(c3cccs3)C2)cc1 (stereo not drawn)
    · | 18%[9.22 µM] | 28% | 13% | · | · | -1.0%
17: CC(C)C(=O)NC(=S)Nc1ccccc1N1CCN(C(=O)c2ccccc2)CC1
    -1% | -3% | -30% | 1% | 20% | -5%[46 µM] | 1.1%
18: Cc1ccc(C(=O)c2cc3c(cc2[N+](=O)[O-])OCCO3)cc1
    -2% | ? | -8% | -2% | 11% | · | 1.1%
19: N#Cc1cc(-c2ccccc2)oc1NC(=O)c1ccco1
    1% | 1% | -4%[46.1 µM] | -3% | 19%[38.3 µM] | -11% | 0.0%
20: COC(=O)c1cc2oc3ccccc3c2n1CC(=O)N1CCCc2ccccc21
    -3% | 22% | ? | 1% | 49%[activator][38.3 µM] | 0% | -1.0%
21: Cc1csc(SCc2nnc(-c3ccc(Cl)cc3)o2)n1
    0% | -12%[9.22 µM] | ? | 5% | 0%[38.3 µM] | 15% | -3.0%
22: Cc1ccc(/C=C/S(=O)(=O)N2CCC(C(=O)O)CC2)cc1
    1% | 16% | -6%[46.1 µM] | 1% | 3%[38.3 µM] | 10% | -1.1%
23: CCN(CC)C(=O)CN1C(=O)C2(OCC(C)(c3ccccc3)CO2)c2ccccc21 (stereo not drawn)
    1% | 6% | -19%[46.1 µM] | 4% | 11%[38.3 µM] | ? | -0.4%
24: CCCC(=O)Nc1ccc(C(=O)n2ccc(C)n2)cc1
    -4% | 10%[9.22 µM] | 3% | -4% | 10% | · | 1.2%
25: CN(C)CCNC(=O)c1cc2sc3ccccc3c2s1
    0% | ? | -1% | 4% | -4% | ? | -0.5%
26: NC(=O)C1=C[C@H](c2coc3ccccc3c2=O)C[C@H](OCc2ccc(CO)cc2)O1
    · | -11%[9.22 µM] | -3% | 5% | -4% | · | 0.0%
27: Cc1cc(C)cc(N(CC(=O)NC2CCCC2)S(=O)(=O)c2c(C)[nH]c(=O)[nH]c2=O)c1
    · | -15%[9.22 µM] | 13% | 3% | · | · | 2.4%
28: CCn1nnnc1SCC(=O)NC1CCCC1
    -5% | -7% | -7%[46.1 µM] | 6% | -13%[38.3 µM] | 7% | -1.0%
29: CCOc1cc(CNCCc2ccc(S(N)(=O)=O)cc2)cc(Cl)c1OCc1ccccc1
    2% | ? | ? | -7% | 11%[38.3 µM] | ? | -2.1%
30: Cc1c(-c2ccccc2)nc(N)c(C#N)c1-c1ccco1
    -9% | -13% | -24%[46.1 µM] | 2% | ? | 14% | 1.0%
31: CCOc1ccc(CCNC(=O)C2CCCN(C(=O)N(C)C)C2)cc1OCC (stereo not drawn)
    2% | 10% | -1%[46.1 µM] | -1% | 6% | -5% | -0.8%
32: CSCC[C@H](NC(=O)Nc1ccc(C)cc1C)C(=O)O
    -2% | 4% | -10%[46.1 µM] | 0% | -17%[38.3 µM] | 4% | -5.7%
33: COc1cc(OC)c2cc[nH]c2c1
    1% | 3% | -4% | -6% | 5% | -3% | 3.8%
34: COc1ccc(OC)c2c1C(=O)C(Cl)=C(Cl)C2=O
    · | ? | 6.3µM* | 0% | · | · | 0.1%
35: c1ccc(Cn2nnnc2-c2ccco2)cc1
    -2% | -5% | -8%[46.1 µM] | 2% | -5%[38.3 µM] | 17% | 0.0%
36: Oc1ccc(-c2[nH]ncc2-c2cccc3cccnc23)c(O)c1
    -2% | -32% | -14%[46.1 µM] | -4% | 18%[38.3 µM] | ? | -1.0%
37: CCn1c(SCC(=O)Nc2ccc(OCc3ccccc3)cc2)nnc1-c1ccco1
    7% | -5% | ? | -7% | -17%[38.3 µM] | ? | -0.7%
38: O=C(CSc1ccccc1)Nc1cccnc1
    -1% | -6% | 0%[46.1 µM] | 4% | -1%[38.3 µM] | -11% | -1.0%
39: O=C1C=C(Nc2ccc(Cl)cc2)CC(c2ccco2)C1 (stereo not drawn)
    2% | -13% | -1%[46.1 µM] | ? | 0% | -30% | 4.0%
40: COCCCNC(=O)CCCCCNS(=O)(=O)c1ccc(Br)cc1
    1% | -3% | 3% | 8% | -1% | 3%[9.22 µM] | -1.8%
41: O=C(CSc1nc2c(cnn2-c2ccc(F)cc2)c(=O)[nH]1)N1CCOCC1
    · | 0% | -14%[46.1 µM] | 1% | · | 3% | -1.0%
42: O=C(NCCN1CCNCC1)c1ccccn1
    -4% | -8% | 8%[46.1 µM] | 13% | -22%[38.3 µM] | -2% | -0.7%
43: O=C(OCCN=C1NS(=O)(=O)c2ccccc21)c1cccnc1
    2% | 3% | -6%[46.1 µM] | 4% | 6%[38.3 µM] | -2% | 5.0%
44: CSc1nc2cc(C)nn2c(-c2ccccc2)c1C#N
    · | 11%[9.22 µM] | 26%[7.67 µM] | 6% | · | · | -0.3%
45: Cc1ccc(NC(=O)COC(=O)C2=COCCO2)cc1
    -3% | 11% | -6%[46.1 µM] | 5% | -7%[38.3 µM] | 3% | 0.0%
46: CN(C)c1ccc(/C=C(/C(=O)c2ccc(Cl)cc2Cl)n2cncn2)cc1
    -2% | 9% | 4% | -1% | 3% | ? | ?
47: CCCCCCCc1c(O)nc(SCCN2CCOCC2)[nH]c1=O
    -2% | -7%[9.22 µM] | 3% | 6% | 9% | -23%[46 µM] | -3.5%
48: COc1ccccc1CNS(=O)(=O)c1ccc2[nH]cc(C(=O)O)c(=O)c2c1
    -1% | 1% | 1%[46.1 µM] | -7% | -12%[38.3 µM] | -2% | -1.1%
49: COc1ccc(CCNc2ncnc3nc[nH]c23)cc1OC
    -1% | ? | 3%[46.1 µM] | 8% | 11%[38.3 µM] | -29% | 0.0%
50: Cc1ccc(C)c(N(CC(=O)NC2CCCC2)C(=O)c2cc3cc4cccc(C)c4nc3s2)c1
    -2% | -11% | -3%[46.1 µM] | 6% | -14%[38.3 µM] | 5% | -1.3%
51: FC(F)(F)c1nnc(-c2ccccc2)nc1Oc1ccccc1
    -1% | -7% | -7%[46.1 µM] | 12% | 13%[38.3 µM] | -8% | 0.0%
52: CCCCn1c(-c2nonc2N)nc2ccccc21
    6% | ? | -3%[46.1 µM] | 8% | 2%[38.3 µM] | -2% | -1.1%
53: CC12CC3CC(C)(C1)CC(CN)(C3)C2
    0% | 19% | 5%[46.1 µM] | 4% | 4%[38.3 µM] | 6% | -0.9%
54: Cc1cc(C(=O)NC(C)c2ccc3c(c2)OCO3)cs1 (stereo not drawn)
    -2% | -10% | -6%[46.1 µM] | 3% | 6%[38.3 µM] | 1% | -0.7%
55: CCC(=O)c1ccc(N2CCN(C(=O)c3ccccc3)CC2)c(F)c1
    0% | -2%[9.22 µM] | 28% | 6% | 5% | ? | 0.3%
56: Cc1cc(C(=O)CSc2nc3ccccc3c(=O)n2C)c(C)n1Cc1ccc2c(c1)OCO2
    -2% | 1µM* | ? | 15% | 12%[38.3 µM] | ? | -2.8%
57: O=C(Nc1nc2ccccc2s1)C1c2ccccc2Oc2ccccc21
    0% | -32% | ? | -6% | 0% | ? | -3.2%
58: N#CC(=C1CCCC1)c1nc(-c2ccccc2)cs1
    -8% | -3% | -17%[46.1 µM] | 19% | -11%[38.3 µM] | -8% | 0.0%
59: CCC(C)(C)NC(=O)CN(Cc1ccc2c(c1)OCO2)C(=O)CCC(=O)Nc1ccccn1
    0% | 11% | -11% | 2% | 6% | -3% | -1.0%

Some of the compounds tested; the hit share may differ from the screen's.
